# Screens: PubChem BioAssay, several laboratories
# Thrombin inh: blocks human thrombin protease activity; P00734; alpha-thrombin, Boc-VPR-AMC fluorogenic substrate cleavage; inhibition, % at 5 µM; 0.26% of 220,000 active;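 active means inhibition at or above 40%; inactive means inhibition below 40%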;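 further: 0% = enzyme with no compound and 100% = wells without enzyme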
#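 System – human alpha-thrombin · Medium – pH 7.5 Tris (50 mM) with NaCl 150 mM, Tween 20 0.05% · Compound – single-point dosing at 5 µM, 0.2% DMSO · Incubation – enzyme reaction carried out at room temperature · Technique – fluorescence of released AMC, ex 355 nm, em 460 nm · Read-out basis – % inhibition of thrombin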
# Wee1 stabilizer: blocks degradation of human Wee1 kinase; P30291; HeLa Luc-Wee1K328M stability, luciferase luminescence; 100% = proteasome inhibitor MG132 effect; reporter increase, % at 5 µM; 1.2% of 220,000 active; AID 1321;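 active means activation above the mean of all tested compounds plus 3 SD, set per screening run, cut at about 8.8% in these data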;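 further: cells exposed to compound for 20 h before luminescence read; 0% = DMSO alone and 100% = MG132 at 30 µM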
# Runt-SMMHC FRET: Runt domain-CBFb-SMMHC interaction inhibition; Cerulean-Runt/Venus-CBFb-SMMHC FRET ratio 530/480, 1 h; inhibition, % at 20 µM; 0.74% of 220,000 active; AID 1434;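 active means mean inhibition across duplicate retests at 20 µM reaching about 50%, limit read from the data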;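 further: 0% = DMSO wells and 100% = wells with excess untagged CBFb-SMMHC; inhibitors lower the FRET ratio by blocking Runt binding to CBFb-SMMHC; some results filed as inactive read as strong as hits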
# KLK5 inh: kallikrein 5 (human) inhibition | recombinant hK5, fluorogenic AMC substrate cleavage | inhibition, % at 5 µM | 0.59% of 210,000 active | AID 873;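 active means inhibition of 40% or more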;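 further: 0% = enzyme controls without compound and 100% = no-enzyme blanks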
# Target sequence (Q9Y337 67-293 limits assumed): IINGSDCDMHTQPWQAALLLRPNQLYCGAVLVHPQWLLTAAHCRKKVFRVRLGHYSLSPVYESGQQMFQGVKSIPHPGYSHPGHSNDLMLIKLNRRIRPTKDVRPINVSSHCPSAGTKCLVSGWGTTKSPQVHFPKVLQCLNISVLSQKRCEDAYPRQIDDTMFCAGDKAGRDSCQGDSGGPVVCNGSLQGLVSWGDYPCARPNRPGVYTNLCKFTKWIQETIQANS
# FXIIa inh 1536: inhibitors of human coagulation factor XIIa; P00748; purified FXIIa, Boc-QGR-AMC fluorogenic substrate, 2 h; inhibition, % at 5 µM; 0.3% of 220,000 active; AID 800; in the data active means inhibition above about 40%;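 further: 0% = enzyme with no compound and 100% = blank without enzyme; many of its hits are not listed in these tables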
# Target sequence (P00748 20-372 limits assumed): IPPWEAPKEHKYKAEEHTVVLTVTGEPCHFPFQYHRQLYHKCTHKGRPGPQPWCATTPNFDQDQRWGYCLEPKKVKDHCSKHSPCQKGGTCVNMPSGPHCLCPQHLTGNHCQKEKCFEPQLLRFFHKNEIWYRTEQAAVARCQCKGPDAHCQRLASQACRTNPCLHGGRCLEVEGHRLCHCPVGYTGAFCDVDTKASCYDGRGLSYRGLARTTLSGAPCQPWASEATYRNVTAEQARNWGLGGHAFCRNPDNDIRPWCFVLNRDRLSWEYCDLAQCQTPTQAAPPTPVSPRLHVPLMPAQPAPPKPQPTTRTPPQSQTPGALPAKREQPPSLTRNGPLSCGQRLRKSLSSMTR
# Target sequence (P00748 373-615 limits assumed): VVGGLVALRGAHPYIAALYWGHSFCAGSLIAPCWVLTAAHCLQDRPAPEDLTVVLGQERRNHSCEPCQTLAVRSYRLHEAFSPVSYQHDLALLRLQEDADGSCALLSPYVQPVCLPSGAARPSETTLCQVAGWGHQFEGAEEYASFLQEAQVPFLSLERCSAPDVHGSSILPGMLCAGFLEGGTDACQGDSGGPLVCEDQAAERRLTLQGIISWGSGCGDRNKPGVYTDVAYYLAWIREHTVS
# Runt-CBFb FRET: inhibitors of human RUNX1 Runt domain binding to CBFb; inhibition, % at 20 µM; Cerulean-Runt/Venus-CBFb FRET ratio 530/480, 1 h; 0.46% of 220,000 active; Q01196+Q13951; AID 1496;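 active means inhibition over about 50% at 20 µM in the single-dose screen, limit read from the data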;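 further: 0% = DMSO wells and 100% = excess unlabeled CBFb competitor control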
#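 Measured by: fluorescence energy transfer, 422 nm excitation, 530/480 nm emission; Assay system: Cerulean-Runt domain; Medium: Tris pH 7.5 buffer with BSA; Measure: loss of energy transfer signal; Controls: 5 µM unlabeled CBFb as full-inhibition high control; Incubation: protein complex preformed 1 h, compound exposure 1 h, room temperature, dark.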
# Hck-Nef inh: inhibitors of human Hck kinase activated by Nef. P08631. Recombinant Hck-YEEI plus Nef, Z-Lyte FRET kinase assay. inhibition, % at 20 µM. 0.68% of 220,000 active;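 active means Hck-Nef kinase inhibition above about 50%, limit read from the data; inactive means inhibition below that limit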;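 further: 0% = DMSO with Hck plus Nef and 100% = Hck alone without Nef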
# FXIa inh 1536: inhibitors of human coagulation factor XIa; 0.14% of 220,000 active; purified FXIa, Boc-Glu-Ala-Arg-AMC fluorogenic substrate; AID 798; inhibition, % at 5 µM;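 active means inhibition of at least 40%; inactive means inhibition below 40%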;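 further: fluorescence of freed AMC excited at 355 nm; 0% = enzyme without compound and 100% = no enzyme blank; many of its hits are not listed in these tables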
# 14-3-3 Bad inh: disrupts binding of bovine 14-3-3 zeta to phospho-Bad peptide. inhibition, % at 21.7 µM. TR-FRET 14-3-3zeta/Dy647-pBad peptide displacement, 1 h. 0.71% of 220,000 active;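 active means inhibition above about 70%, limit read from the data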;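 further: 0% = full 14-3-3 plus peptide FRET controls and 100% = background without 14-3-3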
# Target sequence (P63103 whole entry, looked up): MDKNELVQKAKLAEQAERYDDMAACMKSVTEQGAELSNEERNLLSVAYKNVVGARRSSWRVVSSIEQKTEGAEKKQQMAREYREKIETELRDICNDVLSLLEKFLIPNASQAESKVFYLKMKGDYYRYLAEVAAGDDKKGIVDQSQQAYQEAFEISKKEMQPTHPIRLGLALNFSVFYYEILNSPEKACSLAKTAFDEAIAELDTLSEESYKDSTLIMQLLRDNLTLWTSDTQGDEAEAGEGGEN
# Starred values were filed as active, the others as inactive; i = inactive; x = not tested or not shown; [ ] = remark or other dose.
cpd	Thrombin inh	Wee1 stabilizer	Runt-SMMHC FRET	KLK5 inh	FXIIa inh 1536	Runt-CBFb FRET	Hck-Nef inh	FXIa inh 1536	14-3-3 Bad inh	SMILES
1	-10	3	0	-19	-5	4	5	-1	-17[fluorescence artefact?]	O=C(O)CCc1ccc(-c2ccc(F)cc2)n1CCC(=O)O
2	0	0	2	-10	13	-1	-8	-3	x	O=C(Nc1cc(C(=O)N2CCCC2)ccc1N1CCCC1)c1ccccc1F
3	-3	-3	1	-1	-4	-1	6	9	-10	COc1ccc(Cl)cc1NC(=O)N1CCN(CCc2ccccc2)CC1
4	0	0	2	-14	3	-2	8	4	28[fluorescence artefact?]	COc1ccc(NC(=O)c2ccc3c(c2)C(=O)N(Cc2cccnc2)C3=O)cc1
5	4	-1	-6	x	11	0	17	4	-11	OCC1(CCc2ccccc2)CCN(Cc2ccccc2Cl)CC1
6	0	-2	1	14	18	3	-17	6	12	O=[N+]([O-])c1ccc2n[nH]nc2c1
7	1	-2	-1	-9	5	-2	3	2	24[fluorescence artefact?]	CC(C)=CCC/C(C)=C/CCC(C)NCCN1CCNCC1 (stereo not drawn)
8	2	0	1	-5	12	0	8	8	-3	O=[N+]([O-])c1cccc(/C=C/c2nc[nH]c2[N+](=O)[O-])c1
9	4	-4	-1	-17	5	1	17	-1	6	CSc1ccc(CN(C)CC(=O)Nc2ccc(NC(C)=O)cc2)cc1
10	-2	2	-27	-2	7	-24	-21	5	-2	O=C(CN1CCN(C(=O)c2ccco2)CC1)N1CCc2[nH]c3ccccc3c2C1
11	-1	1	2	-14	2	-1	-1	-2	3[fluorescence artefact?]	Cc1ccc(NC(=O)C2=CCN(S(=O)(=O)c3ccc(F)cc3)CC2)cc1
12	-3	2	0	-3	4	0	-2	3	3	CCOc1ccc(-n2c(=O)c3c4c(sc3n(CC(=O)NCC3CCCO3)c2=O)CCCC4)cc1 (stereo not drawn)
13	-14	-4	6	-3	2	-2	0	-10	12[fluorescence artefact?]	O=C(CCCCCC(=O)N(CCO)CCO)N(CCO)CCO
14	11	1	-1	18	31	2	9	30	5	COc1ccc(N2C(=O)N(Cc3cccc(F)c3)c3ccccc3S2(=O)=O)cc1
15	-3	-1	1	-24	1	4	-2	-4	-4	CC1=NN(C(=O)Cc2ccc([N+](=O)[O-])cc2)C(O)(c2ccccc2)C1 (stereo not drawn)
16	-7	2	-3	-2	6	-1	-3	-5	0	O=C1c2ccccc2-c2cccc(C(=O)N3CCN(C(=O)c4ccccc4)CC3)c21
17	-1	-2	-5	6	10	-1	1	0	0[fluorescence artefact?]	COC(=O)c1sc2ncccc2c1OCc1ccc(Cl)cc1Cl
18	-2	8.8*	-1	-17	-1	-2	1	-7	-7	CC(C)CN(C(=O)COC(=O)c1c(Cl)ccc(Cl)c1Cl)C1CCS(=O)(=O)C1 (stereo not drawn)
19	7	2	-2	-8	9	2	1	6	16[fluorescence artefact?]	O=c1c[n+]([O-])c2ccccc2n1OCc1ccccn1
20	-15	-1	-4	-5	-6	-1	-2	-5	6	Cc1ccc(C(=O)C[n+]2cc(Br)cc(Br)c2)cc1[N+](=O)[O-]
21	4	-2	7	-10	9	10	1	1	-9	Cc1cc(C(c2nnnn2Cc2ccccc2)N2CCOCC2)c(C)n1-c1ccc2c(c1)OCO2 (stereo not drawn)
22	-3	0	3	-7	2	2	-1	0	1	O=C(NCC1CCCO1)c1ccccc1-c1nc(-c2ccccc2)no1 (stereo not drawn)
23	1	-1	-1	-17	19	x	1	4	3	O=C(c1ccc(Cl)cc1)N1CCCC(c2ccccc2)=N1
24	-5	3	-7	-3	-5	3	-4	-3	-3	CC(C)(C)NC(=O)C(=O)N/N=C/c1ccc(F)cc1
25	-5	-2	4	-7	23	1	4	17	9	O=C(CNC(c1ccccc1)c1ccccc1)Nc1cc([N+](=O)[O-])ccc1Cl

# Sorted by heavy-atom count (rising): some entries from above
cpd	Thrombin inh	Wee1 stabilizer	Runt-SMMHC FRET	KLK5 inh	FXIIa inh 1536	Runt-CBFb FRET	Hck-Nef inh	FXIa inh 1536	14-3-3 Bad inh	SMILES
6	0	-2	1	14	18	3	-17	6	12	O=[N+]([O-])c1ccc2n[nH]nc2c1
8	2	0	1	-5	12	0	8	8	-3	O=[N+]([O-])c1cccc(/C=C/c2nc[nH]c2[N+](=O)[O-])c1
23	1	-1	-1	-17	19	x	1	4	3	O=C(c1ccc(Cl)cc1)N1CCCC(c2ccccc2)=N1
7	1	-2	-1	-9	5	-2	3	2	24[fluorescence artefact?]	CC(C)=CCC/C(C)=C/CCC(C)NCCN1CCNCC1 (stereo not drawn)
17	-1	-2	-5	6	10	-1	1	0	0[fluorescence artefact?]	COC(=O)c1sc2ncccc2c1OCc1ccc(Cl)cc1Cl
5	4	-1	-6	x	11	0	17	4	-11	OCC1(CCc2ccccc2)CCN(Cc2ccccc2Cl)CC1
9	4	-4	-1	-17	5	1	17	-1	6	CSc1ccc(CN(C)CC(=O)Nc2ccc(NC(C)=O)cc2)cc1
22	-3	0	3	-7	2	2	-1	0	1	O=C(NCC1CCCO1)c1ccccc1-c1nc(-c2ccccc2)no1 (stereo not drawn)
2	0	0	2	-10	13	-1	-8	-3	x	O=C(Nc1cc(C(=O)N2CCCC2)ccc1N1CCCC1)c1ccccc1F
4	0	0	2	-14	3	-2	8	4	28[fluorescence artefact?]	COc1ccc(NC(=O)c2ccc3c(c2)C(=O)N(Cc2cccnc2)C3=O)cc1
16	-7	2	-3	-2	6	-1	-3	-5	0	O=C1c2ccccc2-c2cccc(C(=O)N3CCN(C(=O)c4ccccc4)CC3)c21
12	-3	2	0	-3	4	0	-2	3	3	CCOc1ccc(-n2c(=O)c3c4c(sc3n(CC(=O)NCC3CCCO3)c2=O)CCCC4)cc1 (stereo not drawn)
21	4	-2	7	-10	9	10	1	1	-9	Cc1cc(C(c2nnnn2Cc2ccccc2)N2CCOCC2)c(C)n1-c1ccc2c(c1)OCO2 (stereo not drawn)

# (list continues)
cpd	Thrombin inh	Wee1 stabilizer	Runt-SMMHC FRET	KLK5 inh	FXIIa inh 1536	Runt-CBFb FRET	Hck-Nef inh	FXIa inh 1536	14-3-3 Bad inh	SMILES
26	-7	-3	29	-10	-1	22	2	2	-4	N=c1oc2ccc3ccccc3c2cc1-c1nc(-c2ccccc2)cs1
27	1	4	0	-9	14	0	-7	0	5	CCOC(=O)N1CCN(C(=O)CSc2nnc(COc3ccc(Cl)cc3)o2)CC1
28	5	-1	1	-4	13	0	12	-1	-1	Cn1ncc(C#N)c1/N=C/N1CCOCC1
29	-2	0	1	-6	2	-1	0	-4	-1	CCN(CC)CCN1C(=O)C(=O)/C(=C(/O)c2cnn(-c3ccccc3)c2C)C1c1ccc(C)o1 (stereo not drawn)
30	3	6	1	-11	7	-3	-8	-4	4	CCOC(=O)c1ccccc1NC(=O)COc1ccccc1
31	-6	0	0	2	5	-1	-18	-1	8	CC(CN1CCOCC1)OC(=O)/C=C/c1ccccc1 (stereo not drawn)
32	-7	0	-10	-56	1	1	20	-6	-18	Cc1cccc(OCC(=O)N/N=C/C=C/c2ccco2)c1
33	-7	0	-1	4	1	-3	6	-10	1	COc1ccc2c(c1OC)C(=O)OC2n1c(O)c(N=NC(C)=O)c2ccccc21 (stereo not drawn)
34	x	-2	3	-1	10	-1	26	4	0	COc1ccc(C(CNC(=O)c2ccc(S(=O)(=O)N3CCCC3)cc2)N(C)C)cc1OC (stereo not drawn)
35	1	2	-3	-23	6	-3	0	-3	-15	CC1(C)Cc2nc3oc4c(N(CCO)Cc5ccccc5)ncnc4c3cc2CO1
36	0	4	3	-1	9	-2	3	0	-4	COc1ccc(OC)c(C(=O)Cn2c3[n+](c4ccc(C(F)(F)F)cc42)CCCCC3)c1
37	0	3	0	3	8	0	5	-2	1	CN1CCN(C(=O)c2ccccc2-c2nc(-c3ccc(Cl)cc3)no2)CC1
38	-4	1	4	-3	9	1	6	-2	0	COc1ccc(CCNC(=O)COC(=O)c2ccc(N3CCCC3=O)cc2)cc1OC
39	-3	-2	4	-5	11	-2	-1	-1	-3[fluorescence artefact?]	CCOc1cc(S(=O)(=O)NC2CC(C)(C)NC(C)(C)C2)ccc1F
40	-2	1	1	-30	8	2	-2	5	9	COc1ccccc1CNC(=O)c1cccc(N(C)C)c1
41	-5	0	-6	8	-6	0	-1	-6	6	CC1(C)CC(=O)CC(C)(C)N1OC(=O)c1ccncc1
42	-9	-2	0	-3	-3	-6	2	-11	1	CCOC(=O)CCCCCN(Cc1ccccc1)S(=O)(=O)c1ccc([N+](=O)[O-])cc1
43	-10	-3	-4	-5	-1	-2	23	-4	-7	CCOc1ccc(C(=O)Nc2cc(C)ccn2)cc1
44	0	-2	2	3	10	-2	33	-1	-4	CCOc1ccc(C(=O)N2CCCC(c3nc(-c4cccs4)no3)C2)cc1 (stereo not drawn)
45	4	-3	-20	0	6	-12	-4	0	-7	CC(C)n1c(N)c(C#N)c2ccc([N+](=O)[O-])cc2c1=O
46	2	2	-20	1	2	-9	-20	-5	5	O=C(CN1C(=O)/C(=C\c2ccccc2Cl)Oc2ccccc21)NCc1cccnc1
47	3	1	-3	3	7	-2	-133	-4	42	C#CCOCCOCCOCCNc1nc(N2CCN(C(=O)[C@H](Cc3cc4ccccc4[nH]3)n3cc([C@@H](N)C(C)CC)nn3)CC2)nc(N2CCN(C(=O)[C@H](Cc3cc4ccccc4[nH]3)n3cc([C@@H](N)Cc4ccc(O)cc4)nn3)CC2)n1 (stereo partly drawn)
48	0	-2	6	-8	17	-6	6	8	-6	CC(C)OC(=O)NC(C)(C)COC(=O)Nc1cccc(Cl)c1
49	-1	4	-1	-7	9	-5	3	3	6	Clc1ccc(CSc2nnc(CN3CCOCC3)n2-c2ccccc2)cc1Cl
50	-6	4	4	-3	13	-1	1	-5	14	COC(=O)c1cccc(Cn2nnc3ccccc3c2=O)c1

# Carrying on.
cpd	Thrombin inh	Wee1 stabilizer	Runt-SMMHC FRET	KLK5 inh	FXIIa inh 1536	Runt-CBFb FRET	Hck-Nef inh	FXIa inh 1536	14-3-3 Bad inh	SMILES
51	-7	5	3	1	0	-1	-8	-7	-2	O=C(N1CCCCCC1)N1CCN(S(=O)(=O)N2CCCCC2)CC1
52	-1	-3	1	-5	5	2	19	-1	-9	CCCCOc1ccc(C(=S)N2CCC(C(N)=O)CC2)cc1
53	-42	3	81*	i	-46	92*	87*	-19	-2[fluorescence artefact?]	Cc1c(C)c2cc(Cl)c(O)c(CN(C)C)c2oc1=O
54	3	x	-6	6	6	2	26	2	0	CCCCOC(=O)/C=C\C(=O)OCCCC
55	-6	0	-6	-4	8	x	15	2	7	CCOC(=O)N1CCC(NC(=O)c2cc3c(-c4ccc(Cl)cc4)nn(C)c3s2)CC1
56	3	8	-2	-2	3	0	1	-4	-10	CCOC(=O)C1=C(N)Oc2cc(C)n(CCc3ccc(OC)c(OC)c3)c(=O)c2C1c1cccnc1 (stereo not drawn)
57	4	-2	-7	-10	13	-4	-2	-7	-5	CCN(CC)C(=O)CSc1nc2ccccc2c(=O)n1CC1CCCCC1
58	-11	-1	-2	-6	8	1	19	3	-14	O=C(c1ccc(F)cc1)C1CCN(C(=S)NCC2CCCO2)CC1 (stereo not drawn)

# This is a random part of the collection; any-hit rate near 4.2%.
